Bioassay records from PubChem BioAssay.
TEAD-YAP inh = TEAD-YAP interaction inhibition, primary screen, TEAD-YAP interaction inhibitor project, luminescence, HEK-TIYL cells; actives 1.4% (n = 640,000); inhibition, % at 9.12 µM; TEAD-Gal4/YAP UAS-luciferase luminescence; in the data active = inhibition above about 32%;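 also: 0% = median of test compound wells and 100% = reference inhibitor wells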
MITF inh = MITF inhibitors, primary screen, biochemical, AlphaScreen, human; Microphthalmia-associated transcription factor (Homo sapiens), O75030; AlphaScreen MITF homodimerization, bead proximity signal; inhibition, % at 2.6 µM; actives 0.91% (n = 650,000); AID 1259374, 2018; in the data active = inhibition above about 50%;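 also: 0% = vehicle wells with protein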
Target sequence (O75030 whole entry, looked up): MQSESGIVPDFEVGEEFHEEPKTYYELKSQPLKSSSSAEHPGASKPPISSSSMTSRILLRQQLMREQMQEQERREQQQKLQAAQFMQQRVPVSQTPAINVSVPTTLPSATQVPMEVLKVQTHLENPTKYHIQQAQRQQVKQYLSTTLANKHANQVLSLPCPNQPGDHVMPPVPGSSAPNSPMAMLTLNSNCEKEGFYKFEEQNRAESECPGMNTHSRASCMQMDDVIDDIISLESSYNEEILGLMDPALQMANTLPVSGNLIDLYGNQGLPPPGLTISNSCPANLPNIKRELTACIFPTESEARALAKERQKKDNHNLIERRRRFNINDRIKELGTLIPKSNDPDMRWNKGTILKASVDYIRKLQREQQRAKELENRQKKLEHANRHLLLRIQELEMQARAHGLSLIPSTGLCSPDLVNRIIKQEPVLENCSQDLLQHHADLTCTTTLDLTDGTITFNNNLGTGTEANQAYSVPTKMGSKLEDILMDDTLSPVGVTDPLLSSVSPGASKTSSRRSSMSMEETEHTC
FBW7 act = FBW7 E3 ligase activators, primary screen, biochemical, AlphaScreen, human; AlphaScreen FBW7–phospho-cyclin E peptide binding, activator screen; normalized activity (activation), % at 26.1 µM; actives 0.13% (n = 650,000); AID 1259310, 2017; in the data active = normalized activity above about 1.9%;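 also: purified mutant Fbw7 with reduced substrate affinity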
GPR151 activ = activators of human GPR151, primary screen, cell-based, PathHunter beta-arrestin, luminescence | G-protein coupled receptor 151 (Homo sapiens), Q8TDV0 | PathHunter beta-arrestin GPR151 cells | activation, % at 11.2 µM | actives 1% (n = 650,000) | AID 1508602, 2020; in the data active = activation above about 4.9%;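 also: 0% = median of compound wells and 100% = cells with positive control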
Target sequence (Q8TDV0 whole entry, looked up): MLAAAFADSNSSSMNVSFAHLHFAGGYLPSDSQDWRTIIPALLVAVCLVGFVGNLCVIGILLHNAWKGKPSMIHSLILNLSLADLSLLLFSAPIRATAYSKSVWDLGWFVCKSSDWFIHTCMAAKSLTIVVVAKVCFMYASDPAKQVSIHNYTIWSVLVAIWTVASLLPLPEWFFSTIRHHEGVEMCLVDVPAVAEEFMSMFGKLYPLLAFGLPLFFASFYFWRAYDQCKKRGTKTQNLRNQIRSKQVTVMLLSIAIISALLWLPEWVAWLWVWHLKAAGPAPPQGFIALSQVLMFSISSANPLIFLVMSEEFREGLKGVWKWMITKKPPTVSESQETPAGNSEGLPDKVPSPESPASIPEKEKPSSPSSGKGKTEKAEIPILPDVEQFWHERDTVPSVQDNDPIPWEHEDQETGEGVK
An asterisk follows results filed as active.

Start of the listing, in advance (4 entries):
SMILES	TEAD-YAP inh	MITF inh	FBW7 act	GPR151 activ
CCOC(=O)C1(Cc2cccc(C(F)(F)F)c2)CCN(S(C)(=O)=O)CC1	2.9	-0.2	-0.1	-0.5
N#Cc1ccc(C=C2C(=O)NC(=S)NC2=O)cc1	-9.3	-13.1	-0.1	-0.4
CC(Oc1ccc2c3c(c(=O)oc2c1)CCCC3)C(=O)O (stereo not given)	6.7	-0.6	0.4	0.1
COc1cccc(C(=O)Nc2ccc(NC(=O)C3CC=CCC3C(=O)O)cc2)c1 (stereo not given)	-26.9	-7.1	-0.1	-3.0

Main list, repeating the preview:
SMILES	TEAD-YAP inh	MITF inh	FBW7 act	GPR151 activ
CCOC(=O)C1(Cc2cccc(C(F)(F)F)c2)CCN(S(C)(=O)=O)CC1	2.9	-0.2	-0.1	-0.5
N#Cc1ccc(C=C2C(=O)NC(=S)NC2=O)cc1	-9.3	-13.1	-0.1	-0.4
CC(Oc1ccc2c3c(c(=O)oc2c1)CCCC3)C(=O)O (stereo not given)	6.7	-0.6	0.4	0.1
COc1cccc(C(=O)Nc2ccc(NC(=O)C3CC=CCC3C(=O)O)cc2)c1 (stereo not given)	-26.9	-7.1	-0.1	-3.0
CC(C)c1ccc(S(=O)(=O)c2cnc(=S)[nH]c2N)cc1	4.7	-0.6	0.2	-0.3
CCOc1ccc2c(=O)c(-c3ccccc3)c(C)oc2c1	-20.6	-2.9	0.3	-0.1
N#CC1=C(S)NC(=O)C(C#N)C12CCC(c1ccccc1)CC2 (stereo not given)	-0.6	3.4	-0.1	-0.8
Cc1ccc(/C(N)=N/OC(=O)COc2ccccc2Cl)cc1	-26.7	-11.4	-0.1	-0.4
CC1CCC(NC(=O)CCNS(=O)(=O)c2ccc(Cl)cc2)CC1 (stereo not given)	-27.1	19.9	0.8	-1.6
COc1cccc(C(=O)CN2CCN(S(=O)(=O)c3ccc(C(C)C)cc3)CC2)c1	-1.6	18.7	0.0	0.3
CN(CC(=O)NCCc1ccc(Cl)cc1)S(=O)(=O)c1cnc[nH]1	-9.3	32.0	-0.2	0.1
CCOC(=O)c1c(/N=c2\oc3ccc(Cl)cc3cc2C(N)=O)sc2c1CCCC2	-3.5	8.1	0.2	-0.1
O=C(C1CCCC1)N1CCC(n2nnc3ccccc3c2=O)CC1	0.6	0.6	-0.1	-0.9
O=S(=O)(c1ccc(F)c(Cl)c1)N1CCCC(N2CCOCC2)C1 (stereo not given)	7.2	-3.1	0.2	12.1*
Cc1nn(-c2ccccc2)c(N)c1N=Nc1cccc(S(=O)(=O)N2CCOCC2)c1	2.1	4.9	0.5	0.7
c1nc2nc(N3CCOCC3)nc(NC3CC3)c2[nH]1	-8.4	8.1	0.0	-1.4
CCOC(=O)c1c(CSc2ccccc2)n(-c2ccccc2)c2ccc(O)cc12	2.6	7.9	-0.1	0.2
CCOC(=O)CNS(=O)(=O)c1cc(-c2nnc(Nc3cccc(Br)c3)c3ccccc23)ccc1C	14.8	-8.4	0.1	-0.8
CCn1c(O)c(C2=c3cc(Br)ccc3=NC2=O)c2cc([N+](=O)[O-])ccc21	-1.5	-0.4	0.0	0.1
COc1cc2nc(NCc3cccnc3)nc(Nc3ccc(NC(C)=O)cc3)c2cc1OC	5.3	20.6	0.0	-0.5

Shown bar-delimited: part of the list above.
Structure | TEAD-YAP inh | MITF inh | FBW7 act | GPR151 activ
CC(C)c1ccc(S(=O)(=O)c2cnc(=S)[nH]c2N)cc1 | 4.7 | -0.6 | 0.2 | -0.3
Cc1nn(-c2ccccc2)c(N)c1N=Nc1cccc(S(=O)(=O)N2CCOCC2)c1 | 2.1 | 4.9 | 0.5 | 0.7
O=S(=O)(c1ccc(F)c(Cl)c1)N1CCCC(N2CCOCC2)C1 (stereo not given) | 7.2 | -3.1 | 0.2 | 12.1*

Next part.
SMILES	TEAD-YAP inh	MITF inh	FBW7 act	GPR151 activ
COc1ccc(CCn2c(=S)[nH]c3cc(C(=O)N4CCC(C(N)=O)CC4)ccc3c2=O)cc1OC	-3.3	14.2	0.1	6.1*
O=C(O)c1ccc(N2CCN(c3ccccn3)CC2)c([N+](=O)[O-])c1	3.5	2.1	0.5	-0.5
CCCCOC(=O)COc1ccc2c(CCC)cc(=O)oc2c1	8.3	-8.1	0.1	0.5
Cc1c(C(=O)NCc2ccsc2)sc2ncnc(N3CCCCCC3)c12	-2.1	2.8	0.0	0.5
CC(=O)Nc1cc(N=Cc2ccccc2)c(Cl)cc1Cl	11.6	3.5	-0.1	0.5
Cc1cc2c(cc1S(=O)(=O)NCCCOC(C)C)OCC(=O)N2	3.2	-4.4	-0.2	-0.3
CCCc1cc(C(=O)Nc2sc(C)c(C)c2C(=O)OCC)no1	2.5	-7.2	0.2	1.0
O=C(c1ccc(Cl)cc1Cl)N1CCCc2ccccc21	6.6	-12.6	0.4	-0.1
COc1ccc(COCC(O)CN2CCc3ccccc3C2)cc1OC (stereo not given)	-5.8	2.7	-0.2	2.6
Cc1ccc(S(=O)(=O)N/N=C/C2=C(O)CC(C)(C)CC2=O)cc1	3.6	-11.4	0.1	-1.8

As entered above.
TEAD-YAP inh with O=C(c1ccc(Cl)cc1Cl)N1CCCc2ccccc21 stands at 6.6
FBW7 act with COc1ccc(CCn2c(=S)[nH]c3cc(C(=O)N4CCC(C(N)=O)CC4)ccc3c2=O)cc1OC stands at 0.1

Continued:
SMILES	TEAD-YAP inh	MITF inh	FBW7 act	GPR151 activ
CC(=O)Nc1nnc(SCc2cc(=O)c(OC(=O)c3ccccc3F)co2)s1	1.7	-6.8	-0.3	0.0
CCc1nc(NCCCO)c2nnn(Cc3ccccc3F)c2n1	-4.7	25.8	1.4	-0.8
CCOC(=O)NC(c1ccc(OC)cc1)C(C(=O)c1ccccc1)C(=O)c1ccccc1 (stereo not given)	-47.4	-1.0	-0.1	-1.6
CC1CN(CCC(=O)NCC2(N3CCOCC3)CCCC2)Cc2cc(Cl)ccc2O1 (stereo not given)	0.1	7.7	-0.1	-0.5
O=C(Cn1ncc2c(=O)oc3ccccc3c21)Nc1ccc(F)c(Cl)c1	-10.1	15.8	1.5	-0.5
Cc1cccc(NC(=O)Cn2cc(-c3ccccc3)c(N3CCOCC3)n2)c1	10.6	-6.0	0.0	-0.7
Cc1cccc(-n2c(CNC(=O)Cc3ccccc3)nnc2SCC(=O)N2N=C(c3cccs3)CC2c2ccc(F)cc2)c1C (stereo not given)	3.6	-8.8	-0.1	1.2
CC(=O)Nc1ccc(Nc2nc(-c3sc(C)nc3C)cs2)cc1	-14.6	6.0	-0.4	0.1
CCOC(=O)c1cc(=O)c(-c2ccccc2)n[nH]1	-11.7	-3.1	-0.1	0.2
COc1ccc(-c2cnc(SCCNC(=O)CCCc3ccccc3)[nH]2)cc1	-12.9	-9.7	0.4	-0.8
O=C(O)CCCC(=O)N1CCc2cc(S(=O)(=O)NCc3ccc(F)cc3)ccc21	-2.0	8.1	-0.1	-0.3
COc1cccc(C2C(C(=O)OCCc3ccccc3)=C(C)NC3=C2C(=O)CCC3)c1 (stereo not given)	-0.5	-0.7	0.4	-0.8
O=C(Nc1ccc(Br)cc1)C1OCCc2ccccc21 (stereo not given)	-12.6	16.7	0.7	-1.4
O=C(N/N=C/c1ccc(Cl)c([N+](=O)[O-])c1)c1ccccc1[N+](=O)[O-]	7.5	13.3	0.1	2.6
COc1cccc(N=c2ssc3c2-c2cc(C)cc(C)c2NC3(C)C)c1	-5.5	17.6	-0.4	-1.8
COc1ccc(/C=C2/N=C(c3cccc4ccccc34)OC2=O)c(OC)c1	-4.8	-3.2	-0.1	1.8
C=CCn1c(Sc2nncn2C)nc2c1c(=O)[nH]c(=O)n2C	0.2	-16.0	0.0	0.1
CCCC1C(=O)CC(C#N)(C#N)C(C#N)(C#N)C1C (stereo not given)	-6.9	-2.0	0.0	0.3
Cn1c2c(c(=O)n(C)c1=O)C(c1cccc(Br)c1)C1=C(COC1=O)N2 (stereo not given)	-3.2	-5.9	-0.2	-2.4
CCCNc1nc(-c2ccc(OC)cc2)nc2c1ncn2Cc1ccc(C(F)(F)F)cc1	4.0	24.8	0.5	0.0
COc1ccccc1N1CCN(CCCNc2c(C)c(=O)n(C)c(=O)n2C)CC1	-4.0	10.6	0.2	3.3
COc1ccccc1CNS(=O)(=O)c1ccc(F)c(C(=O)Nc2cc(C(F)(F)F)ccc2Cl)c1	1.6	-4.1	-0.2	-1.6
O=C(NNC(=O)c1ccccc1-c1ccccc1C(=O)O)c1ccncc1	9.9	4.8	0.1	4.7
Cc1ccc(-n2c(-c3cccc([N+](=O)[O-])c3)cn3c4c(=O)n(C)c(=O)n(C)c4nc23)cc1	-1.2	-2.8	0.2	2.1
CC(C)(C)c1ccccc1OCC(=O)Nc1ccc(Cl)c(Cl)c1	1.4	15.6	0.1	-0.9
CS(=O)(=O)c1ccc2sc(NC(=O)c3cc4ccccc4o3)nc2c1	-15.9	-0.6	0.0	-0.3
Cc1ccccc1C1CC(c2ccccc2)Nc2ncnn21 (stereo not given)	5.4	2.9	0.1	0.1
COc1cccc(C(=O)N2c3c(C)cccc3-c3c(ssc3=S)C2(C)C)c1	-3.7	-8.4	-0.4	-2.1
O=C1CC(c2ccccc2)CC2=C1C(c1cccc([N+](=O)[O-])c1)Nc1ccc(C(=O)c3ccccc3)cc1N2 (stereo not given)	3.8	15.8	0.0	0.0
Cc1cncc2c(S(=O)(=O)N3CC[C@@H](NC(=O)[C@@H](N)Cc4ccccc4)C3)cccc12	-2.6	-5.6	0.0	-0.4
Cc1ccc(OCC2CCCN(C(=O)CCC3(Cc4ccco4)CCC(=O)N3)C2)cc1 (stereo not given)	-2.1	26.7	0.2	-1.5
Cc1nc(CCNC(=O)C2CCCN2c2nc(C)c3cc(F)ccc3n2)nc2c1CCC2 (stereo not given)	-8.0	-5.9	-0.1	3.0
O=C1Nc2ccc(Br)cc2/C1=C/c1nc2ccccc2c(=O)n1-c1ccccc1[N+](=O)[O-]	-2.7	1.8	0.7	-2.2
Cc1ccc(C(=O)c2ccccc2N)cc1	-17.4	3.6	-0.2	-0.2
CC(C)(C)OC(=O)CSc1nc2scc(-c3ccccc3)c2c(=O)n1-c1ccccc1	7.3	8.0	-0.1	0.9
CC(C)[C@@H](CO)Nc1ccc2ncc(-c3ccccc3)n2n1	27.9	3.7	0.7	0.9
COc1cccc(OC)c1C(=O)Nc1sc2c(c1C#N)CCCC2	6.0	3.4	-0.2	-0.2
COc1ccc(/C=C2\N=C(c3cccc(C)c3)OC2=O)cc1	3.3	0.8	0.0	0.5
O=C(CSc1nnc2ccc3ccccc3n12)c1ccc2c(c1)OCO2	4.2	14.7	-0.1	1.3
CC(=O)Nc1sc2c(c1C(=O)Nc1ccccc1Cl)CCC2	2.3	12.4	0.1	0.4
Cn1c(=O)[nH]c(=O)c2c1nc(N1CCN(Cc3cccc(Cl)c3)CC1)n2Cc1ccccc1F	7.5	16.9	0.1	-1.9
Cc1cc(OCC(=O)N/N=C/c2cccs2)ccc1Cl	-2.2	-4.9	-0.1	-0.2
CC(=O)N1c2ccccc2NC2=C(C(=O)CCC2)C1c1ccc([N+](=O)[O-])cc1 (stereo not given)	-5.4	-3.3	-0.1	1.6
Cc1ccccc1-c1nsc(SCC(=O)NCc2ccco2)n1	-11.5	8.3	-0.3	1.1
Cc1ccc(/C(O)=C2\C(=O)C(=O)N(Cc3cccnc3)C2c2ccc(O)cc2)cc1 (stereo not given)	6.6	11.4	0.5	-0.7
COc1ccc(C2C(C(C)=O)=C(O)C(=O)N2c2ccc(C)cc2)cc1 (stereo not given)	-8.5	6.3	0.1	0.6
O=C(CSc1nsc(SCC(=O)Nc2ccccc2F)n1)Nc1ccccc1F	-4.1	-8.2	0.0	-1.9
COc1ccc(/C=C2/NC(=S)NC2=O)cc1OC	6.4	5.5	1.1	-1.7
O=C(CCN1C(=O)/C(=C\c2ccco2)SC1=S)Nc1cc([N+](=O)[O-])ccc1O	0.1	19.4	-0.1	-1.2
COc1ccc2oc(=O)c(-c3nnc(-c4ccccc4)o3)cc2c1	7.9	15.2	0.9	-0.8
